# From PubChem BioAssay
# HEK293 tox: qHTS of GLP-1 Receptor Inverse Agonists: Cytotox Screen; 0.13% of 410,000 active; Potency, µM (highest dose often 38.3 µM), without a hit: at the highest dose activity change, negative = inhibition, most hits filed as inhibitors; HEK293 cAMP-luciferase reporter cells, luminescence, 24 h;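 further: loss of luciferase light is scored as toxicity; potency means the concentration at half of the fitted maximal effect; on the % scale 0 is the no-effect control and ±100 the full control effect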
#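 1536-well qHTS counterscreen of the MLSMR; 200 cells/uL, 12 h pre-incubation, 23 nL cpd, 24 h at 37 deg C 5% CO2, luciferase detection reagent, 12 min RT, luminescence. Inhibition = undesired.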
# WRN inhibitor: qHTS for Inhibitors of WRN Helicase; 0.46% of 360,000 active; Potency, µM (titrated, usually from 114 µM), for the others: top-dose activity change, negative = inhibition, actives largely listed as inhibitors; WRN helicase unwinding, fluorescent forked duplex, kinetic; AID 651768, 2012; further: potency means the concentration at half of the fitted maximal effect; on the % scale 0 is the no-effect control and ±100 the full control effect; nearly all actives have a fitted effect of over 55% in size
#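 Screening of the MLSMR collection measured strand separation of a quenched forked DNA duplex (100 nM) by 20 nM WRN with 2 mM ATP, all final. Compounds were preincubated with enzyme 15 min at room temperature.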
# DRD3 agonist: qHTS of D3 Dopamine Receptor Agonist: qHTS | 0.58% of 410,000 active | AID 652048, 2013 | D3R DiscoveRx beta-arrestin cells, luminescence, 90 min | max activation, %; in the data active means max activation above about 30%; further: 0% is about no effect; mostly tested at two doses, the higher about 12 µM
# Target sequence (P35462 whole entry, looked up): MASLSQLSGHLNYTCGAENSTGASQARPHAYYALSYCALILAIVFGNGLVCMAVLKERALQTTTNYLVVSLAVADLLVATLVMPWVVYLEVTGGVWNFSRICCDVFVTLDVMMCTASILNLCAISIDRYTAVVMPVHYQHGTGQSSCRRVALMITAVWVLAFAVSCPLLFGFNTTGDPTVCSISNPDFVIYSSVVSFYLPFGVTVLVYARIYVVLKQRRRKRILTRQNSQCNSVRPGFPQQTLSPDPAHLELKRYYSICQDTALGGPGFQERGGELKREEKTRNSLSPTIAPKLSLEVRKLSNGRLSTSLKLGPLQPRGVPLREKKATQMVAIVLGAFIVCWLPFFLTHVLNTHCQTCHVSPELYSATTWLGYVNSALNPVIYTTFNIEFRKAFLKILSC
#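 Agonist-mode cell screen: cells plated at 1500/well and incubated overnight at 37 °C, then exposed to library compounds for 90 min at 37 °C. Detection reagent was added for 30–60 min at room temperature, and luminescence was read.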
# DRD3 antagonist: qHTS of D3 Dopamine Receptor Antagonist: qHTS; 2.5% of 360,000 active; D3R cells, DiscoveRx beta-arrestin luminescence, antagonist mode; hits give low values; D(3) dopamine receptor (Homo sapiens), P35462; max response, negative = inhibition, %; in the data active means max response below about -50%; inconclusive means no clear call, values can overlap the other calls; further: on the % scale 0 is the no-effect control and ±100 the full control effect; mostly tested at two doses, the higher about 12 µM
#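 Cells expressing the human receptor were seeded at 1500 cells/well, incubated overnight at 37 degrees C in 5% CO2, then exposed to library compounds with dopamine controls for 90 minutes at 37 degrees C before luminescent detection.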
# PLK1 PBD block: qHTS for Inhibitors of PLK1-PDB (polo-like kinase 1 - polo-box domain): Primary Screen; Potency, µM, without a hit: max response, negative = inhibition, usual class: inhibitors; AID 720504, 2013; Serine/threonine-protein kinase PLK1 (Homo sapiens), P53350; 2.8% of 360,000 active; Plk1 PBD binding of FITC phosphopeptide, fluorescence polarization; further: potency means the concentration at half of the fitted maximal effect; series mostly up to about 57 µM; on the % scale 0 is the no-effect control and ±100 the full control effect; nearly all actives have a fitted effect of over 65% in size
# IL2 activator: qHTS of IL-2 Activators; IL-2 activation reporter assay, cell-based qHTS; stimulated with anti-CD3/CD4/CD28 beads; in transgenic mouse T cells; 0.065% of 360,000 active; AID 652025, 2013; activation, % (series mostly up to about 46 µM); in the data active means activation above about 50%; inconclusive means mostly about 30% to 49%; further: 0% is about no effect
#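 Readout is EGFP and DsRed signal by fluorescent plate cytometry after 18 h at 37 degrees C. Transgenic mouse T cells (750/well) received compound for 60 min before bead stimulation (anti-CD3, anti-CD4, anti-CD28); memory T cells served as non-tolerant control.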
# PI5P4K alpha inh: qHTS for Inhibitors of phosphatidylinositol 5-phosphate 4-kinase (PI5P4K) | Phosphatidylinositol 5-phosphate 4-kinase type-2 alpha (Homo sapiens), P48426 | PI5P4Kalpha enzyme, ADP-Glo luminescence, 60 min; hits give low values | max response, % | 1.2% of 330,000 active | AID 652105, 2013; active means max response of -50% or lower; inconclusive means between -30% and -50%; inactive means -30% or higher; further: value at the top dose of about 77 µM; on the % scale 0 is the no-effect control and ±100 the full control effect
#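 Quantitative HTS of the MLSMR library against PI5P4Kalpha with substrate. ATP added last at 5 microM final; room temperature, 60 minutes. Remaining ATP depleted, ADP converted and read as luminescence.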
# GLP1R ag: qHTS of GLP-1 Receptor Agonists; Glucagon-like peptide 1 receptor (Homo sapiens), P43220; AID 624172, 2012; HEK293 GLP-1R CRE-luciferase, luminescence, 4-6 h; cells express a hypersensitive GLP-1R form; 0.007% of 380,000 active; Potency, µM (highest dose often 45.6 µM), without a hit: top-dose activation, usual class: activators; further: potency means the concentration at half of the fitted maximal effect; % of control where 0% means no effect
# Target sequence (P43220 whole entry, looked up): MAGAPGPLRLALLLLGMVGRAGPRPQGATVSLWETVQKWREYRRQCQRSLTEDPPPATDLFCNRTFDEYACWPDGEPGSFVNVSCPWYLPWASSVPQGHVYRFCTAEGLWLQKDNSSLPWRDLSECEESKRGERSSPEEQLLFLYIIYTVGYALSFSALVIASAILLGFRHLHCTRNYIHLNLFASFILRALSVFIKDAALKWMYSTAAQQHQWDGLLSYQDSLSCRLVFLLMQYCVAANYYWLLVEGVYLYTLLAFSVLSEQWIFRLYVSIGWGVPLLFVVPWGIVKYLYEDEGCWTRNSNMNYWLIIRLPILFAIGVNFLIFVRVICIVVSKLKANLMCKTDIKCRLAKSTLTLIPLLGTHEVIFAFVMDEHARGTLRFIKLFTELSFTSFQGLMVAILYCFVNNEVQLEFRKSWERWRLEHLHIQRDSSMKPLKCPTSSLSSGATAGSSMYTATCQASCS
# GLP-1R inv ag: qHTS of GLP-1 Receptor Inverse Agonists (Inhibition Mode); Glucagon-like peptide 1 receptor (Homo sapiens), P43220; HEK293 GLP-1R CRE-luciferase, luminescence, 24 h; GLP-1R form is constitutively active; Potency, µM (series often up to 38.3 µM), for inactives: at the top dose activity change, negative = inhibition, actives largely listed as inhibitors; 1.6% of 410,000 active; AID 624417, 2012; further: potency means the concentration at half of the fitted maximal effect; on the % scale 0 is the no-effect control and ±100 the full control effect; nearly all actives have a fitted effect of over 55% in size
#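 Seeding at 200 cells/uL, 12 h culture, 24 hr compound treatment, then luciferase reagent and a luminescence read; cells are HEK293 stably expressing a constitutively active GLP-1R plus cAMP-responsive luciferase.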
# Active calls of the source: *; ? = inconclusive; . = no result given; & = joins results of further samples; [ ] = remark or other dose. Unless noted, the call rests on the fitted dose curve; in most records, active means well fitted curve in the direction sought with a large enough effect; inconclusive means small, poorly fitted or top-dose-only effect, or another doubt; inactive means no such curve, though single readings can be large; an effect the other way counts as inactive or inconclusive.
SMILES,HEK293 tox,WRN inhibitor,DRD3 agonist,DRD3 antagonist,PLK1 PBD block,IL2 activator,PI5P4K alpha inh,GLP1R ag,GLP-1R inv ag
CCCCN(C(=O)C(CCSC)N1C(=O)c2ccccc2C1=O)c1c(N)n(CCC)c(=O)[nH]c1=O (stereo not given),6%,5%,0,-10,-4%,-0.1,2,-3%,19%
Cc1ccc(S(=O)(=O)NCC(=O)N2CCCC2)cc1,-2%,1%,-31,-18,-6%,-1.0,.,2%,1%
Cc1ccc(C(=O)Cn2cc([N+](=O)[O-])nc2C)cc1,7%,14%,4,-8,-3%,0.6,-5,0%,8%
O=C(CC1CCCCC1)NC1CCCC1,25%,-1%,1,7,-14%,-3.2,1,0%,9%
CCOc1ccc(NC(=O)c2ccc3c(c2)CCN3S(C)(=O)=O)cc1,11%,-6%,4,3,-7%,-0.2,10,3%,-16%
O=C(COC(=O)/C=C/c1ccc(Cl)cc1)Nc1ccc2c(c1)OCCO2,17%,14%,0,?,-9%,2.2,4,2%,4%
N#C/C(=C/c1ccc(N2CCCC2)c([N+](=O)[O-])c1)c1nc2ccccc2[nH]1,-1%,-8%,-1,?,0%,-0.8,-2,11%,1%
CC(=O)N1CCc2cc(S(=O)(=O)NCCC(=O)NC3CCCCCC3)ccc21,3%,-4%,5,6,2%,-3.3,24,0%,24%
COc1ccc(CCNC(=O)COC(=O)Cn2cnc3ccccc32)cc1OC,18%,-9%,6,9,-3%,-4.5,10,1%,24%
Cc1nn(C)c(C)c1CNC(=O)c1cc2n(n1)C(C(F)(F)F)CC(c1cccs1)N2 (stereo not given),2%,-10%,16,12,1%,-2.7,.,2%,3%
COc1ccc(NC(=O)CSc2ncc(-c3ccc(F)cc3)n2Cc2ccco2)cc1,1%,-10%,5,0,-6%,-3.1,-3,1%,?
COCCN(C(=O)CCc1nnc(Cc2c[nH]c3ccccc23)o1)C(C)C,-7%,5%,5,-2,-11%,-0.2,-1,-5%,5%

# Brought forward from above: two entries, followed by the next part.
SMILES,HEK293 tox,WRN inhibitor,DRD3 agonist,DRD3 antagonist,PLK1 PBD block,IL2 activator,PI5P4K alpha inh,GLP1R ag,GLP-1R inv ag
COc1ccc(NC(=O)CSc2ncc(-c3ccc(F)cc3)n2Cc2ccco2)cc1,1%,-10%,5,0,-6%,-3.1,-3,1%,?
COCCN(C(=O)CCc1nnc(Cc2c[nH]c3ccccc23)o1)C(C)C,-7%,5%,5,-2,-11%,-0.2,-1,-5%,5%
O=S(=O)(N1CCCCC1)N1CCN(c2ccccc2F)CC1,0%,-13%,-12,?,-9%,-0.7,.,0%,?
Cc1nnc(SCC(=O)N2CCc3ccccc3C2)n1-c1ccccc1,14%,3%,-4,-20,-10%,-4.3,-9,5%,-7%
CN(C(=O)Cn1cc(C(F)(F)F)cc(Cl)c1=O)C1CCS(=O)(=O)C1 (stereo not given),15%,6%,5,5,-1%,-3.0,-5,-8%,2%
CCOC(=O)c1cc2occc2n1CC(=O)NC1CCC(C)CC1 (stereo not given),-15%,2%,5,6,-2%,-1.9,.,-5%,?
COc1ccc(-c2ccc(C(=O)Nc3cccc(N(C)C)c3)c3occc23)c(C)c1,2%,-1%,12,-4,-10%,-0.8,-2,-1%,?
Cc1cccc(NC(=S)N(Cc2cccs2)Cc2cc3cc(C)ccc3[nH]c2=O)c1,-10%,-2%,2,1,-1%,-2.3,-1,0%,2%
CCOc1ccc(NC(=S)Nc2ccccc2C2(C)CC2)cc1,?,-16%,2,-7,-3%,-4.0,4,13%,?
CC(C)c1ccc(/C=C2\NC(=O)NC2=O)cc1,-6%,-2%,1,2,7%,5.1,0,16%,56%[activator]
Cc1cc(Cl)c2oc(C(=O)NC(C)c3ccncn3)c(C)c2c1 (stereo not given),-2%,7%,-5,1,-9%,1.4,2,?,106%[activator]
O=[N+]([O-])c1ccccc1/C=N/N1CCN(c2ccncc2S(=O)(=O)N2CCCCC2)CC1,-18%,-11%,-1,3,-5%,-0.4,-2,1%,-11%
Nc1[nH]c(C(=O)c2ccccc2)c(-c2ccc(Cl)cc2Cl)c1C(=O)NCCc1c[nH]c2ccccc12,-22%,-3%,5,42,0%,0.6,?,-12%,?
CC(C)C(=O)NC(NC(=S)NC1CCS(=O)(=O)C1)C(Cl)(Cl)Cl (stereo not given),6%,-1%,2,8,-2%,0.7,.,-7%,4%
CCOc1cc(/C=N/n2c(C)nc3sc(C)c(C)c3c2=O)ccc1O,-12%,-2%,3,2,-5%,0.6,0,5%,0%
CSCCC(NC(=O)c1cccc(C)c1)C(=O)O (stereo not given),3%,-3%,0,14,0%,-0.5,0,-1%,7%
NC(=O)Nc1cc(Cl)ccc1Cl,0%,0%,5,6,-4%,-0.1,1,-4%,4%
O=C(CSc1ncccn1)NN=C1CCCCCCC1,18%,-1%,0,0,-2%,0.0,-4,-2%,6%
COc1cc(NC(=O)c2cc(Cl)ccc2Cl)ccc1-c1cc2ccccc2oc1=O,-2%,-2%,5,6,-2%,-2.5,.,-17%,-4%
CCOC(=O)Cn1c(=NC(=O)CSC(C)=O)sc2ccccc21,-3%,-2%,-10,-3,-5%,-2.8,0,-3%,-25%
Cc1ccc(C(=O)N/N=C\C=C\c2ccccc2[N+](=O)[O-])cn1,1%,-9%,-16,-7,-11%,0.2,1,-4%,9%
Cc1nn(-c2ncc(C(F)(F)F)cc2Cl)c(=O)n1-c1cccc(F)c1,-3%,2%,-5,-3,-3%,-3.2,-1,-1%,2%
CCOC(=O)COc1ccc(Br)cc1/C=C1\SC(N)=NC1=O,-22%,-8%,0,18,-17%,-0.9,-2,12%,34%
CC1CCCCC12NC(=O)N(CC(=O)Nc1ccc3c(c1)OCO3)C2=O (stereo not given),-19%,2%,0,11,0%,0.5,?,-2%,3%
COc1ccccc1NS(=O)(=O)c1ccc(C(=O)N2CCCCCC2)cc1,-21%,-11%,2,0,-4%,-1.1,-4,-5%,?
Cc1cc(C(=O)N2CCN(c3ccc(C(F)(F)F)cn3)CC2)c(C)o1,5%,-4%,0,4,-7%,-0.4,-4,9%,?

# Entries of single compounds, looked up by structure. Screens in order: HEK293 tox | WRN inhibitor | DRD3 agonist | DRD3 antagonist | PLK1 PBD block | IL2 activator | PI5P4K alpha inh | GLP1R ag | GLP-1R inv ag
# `CC(=O)N1CCc2cc(S(=O)(=O)NCCC(=O)NC3CCCCCC3)ccc21` is listed as 3% | -4% | 5 | 6 | 2% | -3.3 | 24 | 0% | 24%
# `CSCCC(NC(=O)c1cccc(C)c1)C(=O)O` (stereo not given) is listed as 3% | -3% | 0 | 14 | 0% | -0.5 | 0 | -1% | 7%
# `N#C/C(=C/c1ccc(N2CCCC2)c([N+](=O)[O-])c1)c1nc2ccccc2[nH]1` is listed as -1% | -8% | -1 | ? | 0% | -0.8 | -2 | 11% | 1%

# Further structures follow:
SMILES,HEK293 tox,WRN inhibitor,DRD3 agonist,DRD3 antagonist,PLK1 PBD block,IL2 activator,PI5P4K alpha inh,GLP1R ag,GLP-1R inv ag
COc1cccc(-n2c(SCC(=O)c3ccccc3)nc3c([nH]c4ccccc43)c2=O)c1,4%,.,0,.,.,.,.,1%,14%
CCCNC(=O)C1(C)CCCN(CC(=O)c2ccccc2OC)C1 (stereo not given),-7%,-17%,3,0,-7%,-0.5,1,5%,34%[activator]
Cc1cc(N2C(=O)C(O)=C(C(=O)c3ccc(C)o3)C2c2cccs2)no1 (stereo not given),3%,-10%,10,3,-9%,-0.8,-15,-5%,9%
Cc1ccc2nc(-c3ccc4c(c3)OCCO4)cn2c1,-21%,-1%,-4,-28,6%,2.1,0,-10%,?
C[C@H]1CN([C@@H](C)CO)C(=O)c2cc(Br)cnc2O[C@@H]1CN(C)S(=O)(=O)c1cn(C)cn1,-25%,-2%,4,26,6%,-2.9,6,8%,5%
COc1ccc(N2CCN(S(=O)(=O)c3c(C(=O)N4CCOCC4)c(C)n(C)c3C)CC2)cc1,-7%,4%,4,16,-11%,0.4,0,-4%,10%
COc1ccc(-n2c(C)cc(C(=O)CN3CCC(C)CC3)c2C)cc1,4%,5%,-10,5,-5%,0.1,5,-5%,-28%
Cc1nnc(SCCOc2ccccc2)s1,-6%,0%,-3,-12,-14%,-0.6,0,0%,4%
NS(=O)(=O)c1cccc(NC(=O)COC(=O)C2CCCCC2)c1,6%,6%,-3,0,-8%,2.3,-6,4%,8%
Cn1c(CCNC(=O)c2ccccc2)nc2cc(NC(=O)c3ccco3)ccc21,6%,-2%,-15,?,-8%,-1.3,.,25%,9%
CCN(C(=O)CSc1ncnc2sc(C)c(C)c12)C1CCS(=O)(=O)C1 (stereo not given),11%,-9%,-7,-19,-3%,-5.3,3,14%,38%[activator]
O=C(COC(=O)Cc1ccccc1F)Nc1ccc2[nH]c(=O)[nH]c2c1,-4%,-9%,-9,-5,-5%,-2.9,-7,9%,19%
CC1=NN(C(=O)c2ccc(Cn3ccc([N+](=O)[O-])n3)cc2)C(O)(C(F)(F)F)C1 (stereo not given),?,-3%,-4,-2,-2%,1.8,4,-24%,?
COC(=O)c1ccc2nc(C)cc(Nc3ccc(O)cc3)c2c1,-14%,.,-14,.,.,.,.,10%,4%
CC(C)n1nc(C(=O)OCC(=O)N(C)C2CCS(=O)(=O)C2)c2ccccc2c1=O (stereo not given),0%,8%,2,36,7%&-1%,2.5,.,-5%,?
O=C(Nc1ccccc1)Nc1nncs1,-7%,13%,2,10,30µM*,-0.9,-14,4%,1%
CC(=O)OC[C@@H]1CN(Cc2ccccc2)C[C@H](n2ccc3c(N)ncnc32)O1,8%,4%,4,0,3%,-0.1,-4,-1%,22%
CCC1(c2ccc(Cl)cc2)NC(=O)N(CC(=O)NC2CCCC(C)C2C)C1=O (stereo not given),-5%,9%,-2,3,5%,-1.7,-1,10%,?
